Compound activity: PubChem, The Scripps Research Institute Molecular Screening Center
IDE cell inh = human IDE inhibitors in live cells, primary screen, fluorescence polarization, HEK cells, FAbetaB substrate; Insulin-degrading enzyme (Homo sapiens), P14735; FAbetaB cleavage; inhibition, % at 5.59 µM; hit rate 0.41% among 320,000;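 active means percent inhibition above the average of all tested compounds plus 3 SD, set per screening campaign, cut at about 16% in these data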;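 further: IDE supplied by intact live HEK cells; FP after avidin binding of uncleaved biotin substrate so inhibition keeps polarization high; 0% = DMSO wells and 100% = 60 µM reference IDE inhibitor Ii1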
Target sequence (P14735 whole entry, looked up): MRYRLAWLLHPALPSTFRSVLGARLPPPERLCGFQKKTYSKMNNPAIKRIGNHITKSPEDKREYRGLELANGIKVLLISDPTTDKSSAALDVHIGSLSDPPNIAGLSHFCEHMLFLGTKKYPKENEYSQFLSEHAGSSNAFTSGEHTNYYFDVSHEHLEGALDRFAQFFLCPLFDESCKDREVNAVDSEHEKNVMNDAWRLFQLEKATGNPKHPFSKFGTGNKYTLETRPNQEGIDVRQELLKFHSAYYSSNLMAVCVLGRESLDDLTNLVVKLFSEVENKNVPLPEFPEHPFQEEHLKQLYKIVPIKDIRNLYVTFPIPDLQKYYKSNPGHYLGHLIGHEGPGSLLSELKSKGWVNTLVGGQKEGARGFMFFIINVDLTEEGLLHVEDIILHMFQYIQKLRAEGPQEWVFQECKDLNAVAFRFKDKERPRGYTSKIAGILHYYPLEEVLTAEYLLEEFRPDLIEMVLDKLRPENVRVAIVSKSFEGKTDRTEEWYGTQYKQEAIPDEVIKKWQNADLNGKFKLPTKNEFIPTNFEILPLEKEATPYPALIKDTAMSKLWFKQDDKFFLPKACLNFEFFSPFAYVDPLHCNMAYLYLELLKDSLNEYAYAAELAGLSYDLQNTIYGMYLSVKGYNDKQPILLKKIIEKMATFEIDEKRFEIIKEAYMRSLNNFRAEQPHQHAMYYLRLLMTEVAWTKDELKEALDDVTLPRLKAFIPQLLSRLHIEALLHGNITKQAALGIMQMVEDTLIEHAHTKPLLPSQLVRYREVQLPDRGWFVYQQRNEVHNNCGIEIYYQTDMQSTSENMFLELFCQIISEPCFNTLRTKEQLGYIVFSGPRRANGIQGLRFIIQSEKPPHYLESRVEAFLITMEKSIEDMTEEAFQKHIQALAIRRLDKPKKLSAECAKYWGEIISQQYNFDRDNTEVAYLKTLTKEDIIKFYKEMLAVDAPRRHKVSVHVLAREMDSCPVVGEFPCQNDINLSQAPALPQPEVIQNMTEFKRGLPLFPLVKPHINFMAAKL
IDE cell activ = human IDE activators in live cells, primary screen, fluorescence polarization, HEK cells, FAbeta-B substrate. FAbeta-B cleavage; 0% vehicle, 100% cell-free pure enzyme wells. hit rate 0.073% among 340,000. activation, % at 5.96 µM. AID 493087, 2011;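 active means activation above the mean of all tested compounds plus 3 SD, set per screening campaign, cut at about 17% in these data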
Active calls of the source: *; & = joins results of further samples. The list is partial. The share of hits here may be higher or lower than overall.

Start of the listing, in advance, 3 compounds:
SMILES	IDE cell inh	IDE cell activ
CCCCn1c(N)c(N(CC(C)C)C(=O)CSCc2cccc(C)c2)c(=O)[nH]c1=O	-2	4
CNC(C)C(=O)NC(C(=O)N1CCCC1C(=O)Nc1ccc2ncccc2c1)C(C)C (stereo not drawn)	0	5
O=C(CN1C(=O)NC2(CCCC2)C1=O)Oc1ccc2ccc(=O)oc2c1	-2	-4

The listing, previewed entries included:
SMILES	IDE cell inh	IDE cell activ
CCCCn1c(N)c(N(CC(C)C)C(=O)CSCc2cccc(C)c2)c(=O)[nH]c1=O	-2	4
CNC(C)C(=O)NC(C(=O)N1CCCC1C(=O)Nc1ccc2ncccc2c1)C(C)C (stereo not drawn)	0	5
O=C(CN1C(=O)NC2(CCCC2)C1=O)Oc1ccc2ccc(=O)oc2c1	-2	-4
CC1CN(C(=O)c2cc(S(=O)(=O)N3CCN(c4ccccc4)CC3)ccc2Cl)CC(C)O1 (stereo not drawn)	-7	4
CC(=O)N1CCN(C(=O)c2cc(S(=O)(=O)N3CCCCC3)ccc2Cl)CC1	3	6
CC(C)(C)OC(=O)C[C@@H]1C/C=C\C[C@@H](CC(=O)N(CCO)Cc2ccccc2)C(=O)N2CCC[C@H]2COC1=O	-2	2
CC(C)(Cc1ccccc1)/[N+]([O-])=C\c1ccccc1	3	0
Nc1ccc(C(=O)NNC(=O)C2COc3ccccc3O2)cc1[N+](=O)[O-] (stereo not drawn)	2	4
O=C(Cc1ccc(Br)cc1)OCC(=O)N1CCCCCC1	14	1
CC(C)NC(=O)Nc1cccc2c1O[C@H](CN(C)S(=O)(=O)c1ccc(F)cc1)[C@@H](C)CN([C@H](C)CO)C2=O	1	5
COc1ccc(OC)c(NC(=O)c2cc3c(cc2Cl)N2CCCCCC2=NS3(=O)=O)c1	1	2
COc1ccc(CN2CC[C@H]3C=CCc4cccc(c43)C2)cc1	8	2
CC/C(=C(\c1ccccc1)c1ccc(OCCN(C)C)cc1)c1ccccc1	0&2	9&10
C#CCOCCOCCOCCNc1nc(N2CCN(C(=O)CCCCCCCCCCNC(=O)[C@H](CCCCN)n3cc(C)nn3)CC2)nc(N2CCN(C(=O)CCCCCCCCCCNC(=O)[C@H](CO)n3cc(CCCSC)nn3)CC2)n1	0	29*
CC(=O)c1ccc2c(c1)N(CCCN1CCC(CCO)CC1)c1ccccc1S2	5	5
N#Cc1ccccc1S(=O)(=O)N1CCN(C(=O)CN2CCCC2c2cccs2)CC1 (stereo not drawn)	8	7
C[C@H](CO)N1C[C@H](C)[C@@H](CN(C)Cc2ccc(Cl)c(Cl)c2)Oc2c(NC(=O)Cc3ccccc3)cccc2C1=O	6	7
CCN(CC)c1ccc(NC(=O)CSC(=O)c2ccccc2)cc1	-2	3
COCC(C)n1c(SCC(=O)N2CC(=O)Nc3ccccc32)nc2ccccc2c1=O (stereo not drawn)	-6	8
O=C(c1cc(-c2ccc(Cl)cc2)nc2ccccc12)N1CCC1	-2	0

Record cards, as listed above:
`CC(=O)N1CCN(C(=O)c2cc(S(=O)(=O)N3CCCCC3)ccc2Cl)CC1` reads IDE cell inh = 3; IDE cell activ = 6
`CC(C)(C)OC(=O)C[C@@H]1C/C=C\C[C@@H](CC(=O)N(CCO)Cc2ccccc2)C(=O)N2CCC[C@H]2COC1=O` reads IDE cell inh = -2; IDE cell activ = 2

(continued)
SMILES	IDE cell inh	IDE cell activ
COc1ccc(NC(=O)CN(C)C(=O)c2cccc(S(=O)(=O)N3CCN(c4ccccc4)CC3)c2)cc1	5	4
Cc1cc(C)c2sc(N(CCCN(C)C)C(=O)c3ccc(S(=O)(=O)N4CCc5ccccc5C4)cc3)nc2c1	-5	10
COC(=O)c1cc(NC(=O)COC(=O)C2COc3ccccc3O2)cc(C(=O)OC)c1 (stereo not drawn)	-2	1
O=C(CCNS(=O)(=O)c1ccc(Br)cc1)NCc1ccco1	-2	3
CCOC(=O)C1=CC[C@@H](c2cc3ccc(OC)cc3n2C)N(S(=O)(=O)c2ccc(C)cc2)[C@H]1C(=O)OCC	0	5
CC(C)(C)OC(=O)C[C@H]1C/C=C\C[C@H](CC(=O)N(CCO)Cc2ccccc2)C(=O)N[C@@H](c2ccccc2)COC1=O	0	8
CC(=NNC(=O)c1cccc(S(=O)(=O)N2CCOCC2)c1)c1ccccc1	3	0
COc1ccc2oc(C(=O)NNC(=O)c3ccc(F)cc3)c(C)c2c1	-10	-4
COc1ccc(NC(=O)CN(C)C(=O)c2ccccc2Sc2ncnc3sc(C)c(C)c23)cc1	4	2
COc1ccc(-c2csc(NC(=O)C3CCN(c4ncnc5sc(C)c(C)c45)CC3)n2)cc1OC	0	-4
CC(C)(CNS(=O)(=O)c1ccc(Br)s1)N1CCOCC1	1	-3
Cc1ccc(C)c(-n2ccnc2SCC(=O)c2c(N)n(C3CC3)c(=O)[nH]c2=O)c1	4	0
COc1ccc(NC(=O)CSCC(=O)Nc2ccccc2N2CCCCC2)cc1	4	0
CC(OC(=O)CC1CC2CCC1C2)C(=O)Nc1cccc(S(=O)(=O)N2CCOCC2)c1 (stereo not drawn)	7	18*
CCOC(=O)c1c(NC(=O)COc2ccccc2F)sc2c1CC(C)(C)NC2(C)C	6	7
CC(C)(C)N(Cc1ccccc1)C(=O)COC(=O)c1ccc2ccccc2n1	3	2
O=C(C[n+]1ccccc1)NNc1ccccc1	8	8
CC(Sc1nc2ccccc2c(=O)n1C)C(=O)N(C)C1CCCCC1 (stereo not drawn)	-1	0
Cc1c(Nc2ncccc2C(=O)O)cccc1C(F)(F)F	2	6
O=C(COC(=O)c1ccccc1OC(F)F)Nc1ccc2[nH]c(=O)[nH]c2c1	-3	3
Cc1c(NS(=O)(=O)c2cc(C(=O)NCc3cccnc3)cc(Cl)c2Cl)c(=O)n(-c2ccccc2)n1C	-2	7
Cc1ccc(OCc2nnc(SCC(=O)O)n2-c2ccccc2)cc1	6	-1
CCN(CC(=O)Nc1ccc(OC)cc1)C(=O)c1cc(-c2cccs2)nn1-c1ccccc1	-3	-4
CCC(=O)NC(c1ccco1)c1cc(Cl)c2ccccc2c1O (stereo not drawn)	16*	-9
O=C(COC(=O)/C=C/c1ccc(Cl)c(Cl)c1)NC1CCCC1	2	5
COc1ccc(NS(=O)(=O)c2cc(N=Nc3c(O)[nH]c(=O)[nH]c3=O)ccc2Cl)cc1	7	5
CCCCCCCC(=O)C(C)C(=O)N(C)[C@H](Cc1ccc(OC)cc1)C(=O)N(C)[C@H](C(N)=O)C(C)C (stereo partly drawn)	2	2
Cc1ccc(COc2coc(CN3CCN(C(=O)c4ccco4)CC3)cc2=O)cc1	1	0
COc1ccc(N2CC(C(=O)N3CCC4(CC3)CC(=O)c3ccccc3O4)CC2=O)cc1 (stereo not drawn)	-4	1
Cc1cc(C(=O)OCC(=O)NCc2cccs2)ccc1[N+](=O)[O-]	2	4
C[C@H]1CN([C@@H](C)CO)C(=O)c2cccc(NC(=O)C3CC3)c2O[C@H]1CN(C)Cc1ccc(C(F)(F)F)cc1	2	-1
CC(=O)c1ccc(NS(=O)(=O)c2ccc3c(c2)CCC(=O)N3)cc1	1	-2
CN(C)C(CNC(=O)c1ccc2nccnc2c1)c1ccco1 (stereo not drawn)	-5	2
O=C(NN=Cc1ccc(F)c(F)c1)c1ccc(NS(=O)(=O)c2cccs2)cc1	1	3
COc1ccc(S(=O)(=O)N2CCOCC2)cc1NC(=O)COC(=O)CC1CC2CCC1C2 (stereo not drawn)	-1	2
CC(C)Cn1c(SCC(=O)Nc2ccc3[nH]c(=O)[nH]c3c2)nc2ccccc2c1=O	3	-4
CCCNC(=O)C1CC(c2ccccc2C(F)(F)F)=NO1 (stereo not drawn)	2	3
CCN1C(=O)[C@@H]2[C@@H](c3ccc(-c4ccc(Cl)c(Cl)c4)c(OC)c3)N3CCCC[C@@]3(C(=O)OC)[C@@H]2C1=O	-5	6
CCN(CC)c1ccc(C(=O)OCC(=O)Nc2cc(C)on2)cc1	-4	0
CCc1sc(C(=O)Nc2cc(S(=O)(=O)N3CCOCC3)ccc2OC)cc1C	-2	-4
COc1ccc(CC(=O)OCC(=O)Nc2ccc3[nH]c(=O)[nH]c3c2)cc1	-6	3
CCCCCCCC/C=C\CCCCCCCC(=O)NCCc1ccc(O)c(O)c1	-3	17*
CC1CN(C(C)C(=O)NNC(=O)c2ccc(F)cc2)CC(C)O1 (stereo not drawn)	5	0
Cc1nnc(SCC(=O)N(CCC#N)c2ccc3c(c2)OCCO3)s1	-5	1
O=C(COC(=O)c1cccc(OC(F)F)c1)NC(=O)NC1CCCCC1	8	4
O=C(COC(=O)CNS(=O)(=O)c1ccccc1)Nc1ncc(Cl)cc1Cl	1	1
O=C(CNC(=O)c1ccc(Br)cc1)NC1CC1	-3	4
COc1ccccc1C(=O)COC(=O)CSCC(=O)Nc1cc(C)on1	2	4
COc1cccc(CN(C)C(=O)c2cc(S(=O)(=O)NC3CCCCC3)ccc2C)c1OC	1	1
O=C(COC(=O)CSc1ccc([N+](=O)[O-])cc1)NCCC1=CCCCC1	-2	4
CC(NC(=O)COC(=O)c1cccc(S(=O)(=O)N2CCCC2)c1)c1ccccc1 (stereo not drawn)	0	3
COCCCNC(=O)c1cc(S(=O)(=O)NCCCN2CCCC2=O)ccc1Cl	3	4
COc1ccc(-c2c(-c3cc(OC)cc(OC)c3)n(C)c3ccc(-c4ccn[nH]4)cc23)cc1	10	1
COC(=O)Nc1ccc(S(=O)(=O)N2CCC(C(=O)NCc3ccc4c(c3)OCO4)CC2)cc1	-4	2
Cc1onc(-c2ccccc2)c1-c1nnc(CN2CCN(S(=O)(=O)c3ccccc3)CC2)o1	1	-2
COc1ccc(C(=O)OCC(=O)Nc2ncc([N+](=O)[O-])s2)cc1OC	3	-4
CC(=O)c1sc(NC(=O)c2cc(S(=O)(=O)N3CCOCC3)ccc2F)nc1C	-2	4
COc1ccc(-c2sc3ccc(N4CCOCC4)cc3c2C#CC(C)(C)O)cc1	4	7
CCC(=O)c1ccc(OCC(=O)OCC(=O)NCc2cccs2)cc1	3	4
CN1CCN(S(=O)(=O)c2cccc(C(=O)Nc3cc(Cl)ccc3N3CCOCC3)c2)CC1	1	3
(more compounds)
SMILES	IDE cell inh	IDE cell activ
COc1ccc(NC(=O)Cc2ccsc2)cc1S(=O)(=O)N1CCCCC1	7	0
Cc1ccc(NC(=O)COc2cccc(-n3cnnn3)c2)cc1S(=O)(=O)N1CCOCC1	-1	2
O=C(COC(=O)/C=C/c1cccs1)Nc1ccc(Cl)cc1F	-2	2
CCOc1ccc(S(=O)(=O)NCCC(=O)NCC2COc3ccccc3O2)cc1 (stereo not drawn)	-2	-5
Cc1cc(Cn2nc(C(=O)NCC3CC3)cc2-c2ccccc2)on1	1	-3
CCC(=O)c1ccc(OCC(=O)Nc2cc(S(=O)(=O)N3CCCCC3)ccc2N2CCN(CC)CC2)cc1	1	2
O=C(NCC(c1cccs1)N1CCOCC1)C1CCN(S(=O)(=O)c2c(Cl)cccc2Cl)CC1 (stereo not drawn)	1	5
O=C(CN1CCN(S(=O)(=O)c2ccccc2F)CC1)N1CCc2ccccc2C1	4	2
Cc1ccc(C(CNC(=O)c2ccc(Br)o2)N2CCN(C)CC2)cc1 (stereo not drawn)	3	1
Cc1ccccc1COC(=O)CN1C(=O)NC2(CCCC2)C1=O	-5	2
Cc1cc(=O)[nH]c(SCc2ccc(Cl)cc2)n1	8	2
O=C(COc1ccccc1Cl)NNC(=O)Cn1[nH]c(=O)c2ccccc2c1=O	-2	4
CC(NC(=O)c1ccco1)C(=O)Nc1nccs1 (stereo not drawn)	-3	1
CC1CCCCC12NC(=O)N(CC(=O)Nc1ccc3c(c1)OCCCO3)C2=O (stereo not drawn)	-2	2
CN(C(=O)COC(=O)Cc1c[nH]c2ccccc12)c1c(N)n(Cc2ccccc2)c(=O)[nH]c1=O	1	1
O=C(c1ccc([N+](=O)[O-])cc1)N1CCN(c2ncccn2)CC1	0	2
Cc1cccc(OCC(=O)NNC(=O)c2cc(S(=O)(=O)N(C)C)ccc2N2CCCC2)c1	-7	6
CCCn1c(N)c(C(=O)CSc2nncs2)c(=O)[nH]c1=O	-1	1
CN(C)CCNC(=O)C(=O)NCC1CCCN1S(=O)(=O)c1cccs1 (stereo not drawn)	13	-1
COc1ccc(NC(=O)CN(C)CC(=O)NC(=O)NC2CCCCC2)cc1	-5	-3

3 of the entries above in order of the IDE cell inh value, high to low.
molecule | IDE cell inh
CCOC(=O)c1c(NC(=O)COc2ccccc2F)sc2c1CC(C)(C)NC2(C)C | 6
O=C(COC(=O)CNS(=O)(=O)c1ccccc1)Nc1ncc(Cl)cc1Cl | 1
O=C(CCNS(=O)(=O)c1ccc(Br)cc1)NCc1ccco1 | -2

(more compounds)
SMILES	IDE cell inh	IDE cell activ
CN(CC(=O)Nc1cccc(F)c1)C(=O)Cn1cnc2c1c(=O)n(C)c(=O)n2C	1	2
COc1ccc(NC(=O)CNC(=O)c2ccco2)cc1S(=O)(=O)Nc1cc(C)ccc1Br	2	-1
O=C(OCC(=O)N1CCCC1=O)C1CCN(S(=O)(=O)c2ccc(Cl)c(C(F)(F)F)c2)CC1	-4	1
CC(=O)Nc1ccc(C(=O)OCC(=O)NCc2cccs2)cc1	-2	3
COc1ccc(CCN(C)C(=O)C2CC(=O)N(Cc3ccc(C)cc3)C2)cc1OC (stereo not drawn)	1	3
Cc1cccc(C)c1NC(=O)CSc1ncnc2[nH]ncc12	0	-3
CC1CC(C)CN(C(=O)c2ccc3c(c2)OCCO3)C1 (stereo not drawn)	1	-1
COc1ccccc1N(C)S(=O)(=O)c1ccc(C(=O)OCC(=O)Nc2ccc(C(N)=O)cc2)cc1	-4	0
COc1ccc(CCC(=O)OCC(=O)N2CCN(S(=O)(=O)c3ccc(C)cc3C)CC2)cc1	2	-1
